# mouse EphA4 binding = inhibitors of EphA4 binding to KYL peptide, primary screen, biochemical, colorimetric, mouse EphA4 (AID 689). EphA4-AP binding to KYL peptide, pNPP A405; higher % means a stronger effect. inhibition, % at 10 µM, or IC50 in µM where a hit was titrated. 62,000 compounds, 0.1% hits; in the data active means a potency from the dose series; inactive means the rest, 99 in 100 with inhibition below about 22%
# Numbers without * were called inactive; & = joins results of further samples. Only part of the results is shown; count on the stated rates, not on these rows.
mouse EphA4 binding | smiles
-14% | CCOc1cccc(NC(=O)C(Cc2cccs2)c2nn[nH]n2)c1 (stereo not drawn)
6% | COc1[nH]c(/N=C/c2ccccc2)c(C#N)c1C#N
-2% | COc1ccc(CNC(=O)C2CCCN(S(=O)(=O)c3c(C)nn(C)c3C)C2)cc1 (stereo not drawn)
-11% | COc1ccccc1N1CCN(C(=O)CCNS(=O)(=O)c2ccc(Br)s2)CC1
-11% | CC(=O)NC(Cc1cnc[nH]1)C(=O)O (stereo not drawn)
-14% | CS(=O)(=O)N1CCN(Cc2ccccc2Br)CC1
-15% | COc1ccc(C2CC(c3ccccc3)n3nnnc3N2)cc1 (stereo not drawn)
0% | COc1ccc(N2CCN(CCCNS(=O)(=O)c3ccc4c(c3)oc(=O)n4C)CC2)cc1
1% | CCOc1ccc(-c2nnc3sc(COc4ccc(Cl)cc4)nn23)cc1
1% | CC(=O)Nc1c2c(nn1-c1cccc(Cl)c1)CS(=O)C2 (stereo not drawn)
2% | CCOCCCNC(=O)C(NC(=O)c1cnccn1)c1ccc(OC)cc1 (stereo not drawn)
-18% | CC(C)CCn1nc(C(=O)OC(C)C(=O)NC(N)=O)c2ccccc2c1=O (stereo not drawn)
-5% | CC1CCN(C2(O)C(=O)Nc3ccc([N+](=O)[O-])cc32)CC1 (stereo not drawn)
-5% | O=C(CCCNC(=O)/C(=C\c1ccc(F)cc1)NC(=O)c1ccccc1)OCc1ccccc1
-4% | COc1cnc(-c2ccccn2)nc1Sc1ccc(Cl)cc1
9% | COc1ccc(S(=O)(=O)N(CC(=O)N2CCN(c3ccccc3OC)CC2)c2ccccc2)cc1
-4% | CC(C)CN1C(=O)NC(NC(=O)c2cccnc2)(C(F)(F)F)C1=O (stereo not drawn)
6% | CCOC(=O)CSc1nc2ccccc2c(=O)n1CC1CCCO1 (stereo not drawn)
-7% | CC(Oc1ccc(Cl)cc1)c1ccnn1S(=O)(=O)c1ccccc1 (stereo not drawn)
8% | CCCNC(=O)c1ccc(SC)cc1OC
-8% | CC[C@@H](C)[C@H](NC(=O)OC(C)(C)C)c1nnc(S(=O)(=O)Cc2cc(C)ccc2C)o1
-18% | CN(C)CCN1C(=O)C(O)=C(C(=O)c2cc3ccccc3o2)C1c1cccc(Br)c1 (stereo not drawn)
-6% | Cc1c(/C=N/NC(=O)c2sc3ccccc3c2Cl)cnn1C
6% | CCOC(=O)N1C(=O)c2cc(OC)ccc2S1(=O)=O
5% | Nc1ncnc2nc(N3CCN(C(=O)c4ccccc4)CC3)[nH]c12
-4% | Cc1cc(F)ccc1S(=O)(=O)Nc1ccccc1C(=O)Nc1ccccc1N1CCOCC1
-4% | O=C(Nc1ccc(I)cc1Cl)c1cccc([N+](=O)[O-])c1
-18% | COCCn1nnnc1C1(N(Cc2cc3cc(C)ccc3[nH]c2=O)CC2CCCO2)CCN(C)CC1 (stereo not drawn)
-18% | Cc1ccc(CN2C3=NCCCN3c3ccccc32)cc1
8% | CC1=NN(c2ccc(Cl)c(Cl)c2)C(=O)/C1=C/c1ccco1
-6% | CCOC(=O)/C(C#N)=C\c1c(C)c(C)c(/C=C(/C#N)C(=O)OCC)c(C)c1C
-1% | CC(=O)c1cccc(NS(=O)(=O)c2ccc(N/C=C\C(=O)c3ccc(C)cc3)cc2)c1
2% | C=CCNC(=S)N1CCN(CCN=CC2=C(O)CC(c3cccs3)CC2=O)CC1 (stereo not drawn)
-10% | CCCc1nc(SCC(=O)NNC(=O)C2CCCCC2)c2ccccc2n1
-6% | CCOC(=O)CSC1=NC(=O)/C(=C\c2ccc(OC(C)=O)cc2)S1
-1% | COc1cccc(Nc2nc(-c3sc(NC(=O)c4ccco4)nc3C)cs2)c1
-8% | O=C(Cn1[nH]c(=O)c2ccccc2c1=O)NC1CCN(Cc2ccccc2)CC1
-9% | CC1CN(c2nnnn2-c2ccccc2)CC(C)O1 (stereo not drawn)
11% | CCOCCCNC(=O)C(NC(=O)c1ccc2c(c1)OCO2)c1ccc(OC)cc1 (stereo not drawn)
2% | O=C(Nc1ccccc1F)c1ccc(S(=O)(=O)NCC2CCCO2)cc1 (stereo not drawn)
7% | Cc1ccc2nsnc2c1S(=O)(=O)Nc1cccc2nsnc12
-3% | Cc1ccc(-n2nc(C)c3c(C)c(CCC(=O)NCc4ccccc4)c(C)nc32)cc1
-1% | Cc1cccc2cc(CN(Cc3ccccc3)C(=O)c3cccc(F)c3)c(Cl)nc12
-7% | O=C(c1cccc(S(=O)(=O)N2CCCC2)c1)c1nnc(-c2ccncc2)o1
-4% | CCOC(=O)Cn1c(CN(Cc2ccccc2)Cc2ccccc2)nc2c1c(=O)n(C)c(=O)n2C
9% | O/N=C1/CCCCc2sccc21
5% | Cc1ccc(S(=O)(=O)/C(C#N)=C/c2c(N3CCN(C)CC3)nc3ccccn3c2=O)cc1
-5% | C/C(=N\N1CCN(Cc2ccccc2Cl)CC1)c1ccccc1O
-8% | COc1ccc(-n2nnc3c(SCC(=O)NCc4ccco4)ncnc32)cc1
-6% | O=C(NCCN1CCN(Cc2ccccc2Cl)CC1)Nc1ccccc1

# Carrying on:
mouse EphA4 binding | smiles
-8% | Oc1ccccc1/C=N/n1cnnc1
34% | CCOC(=O)Cc1csc(NC(=O)NC2(C(F)(F)F)Oc3ccc(Cl)cc3O2)n1 (stereo not drawn)
-8% | Cc1ccc(C(C(=O)NCCc2ccccc2)N(C(=O)c2csnn2)C2CC2)o1 (stereo not drawn)
-4% | O=C(COc1ccccc1F)Nc1ccc(S(=O)(=O)NCc2ccco2)cc1
-18% | COc1ccc(NC(NC(=O)c2ccc(OC)cc2)C(Cl)(Cl)Cl)cc1 (stereo not drawn)
-13% | CCC(C)Nc1c2c(nc3c(-c4ccccc4)c(C)nn13)CCC2 (stereo not drawn)
8% | O=C1c2ccccc2C(=O)N1CCc1nc2ccccc2c(=O)n1-c1ccccn1
-13% | O=C(c1ccco1)N1CCN(C(c2ccccc2Cl)c2nnnn2CC2CCCO2)CC1 (stereo not drawn)
10% | O=[N+]([O-])c1ccc(N2CCOCC2)nc1
-6% | CCOC(=O)C1=C(C)N=C2SCCC(=O)N2C1c1sccc1C (stereo not drawn)

# Entries above containing a CF3 group:
mouse EphA4 binding | smiles
-4% | CC(C)CN1C(=O)NC(NC(=O)c2cccnc2)(C(F)(F)F)C1=O (stereo not drawn)
34% | CCOC(=O)Cc1csc(NC(=O)NC2(C(F)(F)F)Oc3ccc(Cl)cc3O2)n1 (stereo not drawn)

# Exported field by field: 2 of the compounds above
COc1ccc(NC(NC(=O)c2ccc(OC)cc2)C(Cl)(Cl)Cl)cc1 (stereo not drawn)
- mouse EphA4 binding: -18%
CCC(C)Nc1c2c(nc3c(-c4ccccc4)c(C)nn13)CCC2 (stereo not drawn)
- mouse EphA4 binding: -13%

# Copied from the list:
# Value of O=C(c1ccco1)N1CCN(C(c2ccccc2Cl)c2nnnn2CC2CCCO2)CC1 (stereo not drawn) under mouse EphA4 binding: -13%
# Value of O=C(COc1ccccc1F)Nc1ccc(S(=O)(=O)NCc2ccco2)cc1 under mouse EphA4 binding: -4%

# Other records follow:
mouse EphA4 binding | smiles
1% | Cc1ccc[n+](CC(=O)c2ccc(-c3ccccc3)cc2)c1
0% | Cn1c(-n2c(-c3ccco3)nc3ccccc3c2=O)nc2ccccc21
-12% | CCOC(=O)c1sc(NC(=O)CCN2CC(C)OC(C)C2)c(C(=O)OCC)c1C (stereo not drawn)
-18% | Cc1cccc(OCC(=O)Nc2ccc(N3CCN(S(C)(=O)=O)CC3)cc2)c1
-7% | CCN(CC)CC(=O)c1c[nH]c2ccccc12
5% | O=C(CSc1nnc2c(n1)[nH]c1ccc(F)cc12)OCc1ccccc1
10% | Cn1c(=O)c2c(nc(Sc3nc4ccccc4n3CC(=O)N3CCCCC3)n2C)n(C)c1=O
-10% | CC(=O)OCc1c(C(F)(F)F)nn(C)c1Oc1cccc(C(F)(F)F)c1
-13% | O=C(/C=C\c1cccs1)c1cccc([N+](=O)[O-])c1
-3% | COCC(=O)N(Cc1cc2cc(OC)ccc2[nH]c1=O)c1ccccc1OC
-12% | O=C(Cc1ccccc1)NC(=S)Nc1cc(C(F)(F)F)ccc1Cl
-8% | CNS(=O)(=O)c1ccc(OC)c(-c2nnc3c4ccccc4c(C)nn23)c1
-10% | CN(C)C(=O)CSc1nnc(CCN)o1
-16% | Cc1ccc(CNC(=O)CN(c2cccc([N+](=O)[O-])c2)S(=O)(=O)c2ccccc2)cc1
-4% | Cc1ccccc1Nc1nc(N)nc(COC(=O)c2cccn2C)n1
4% | O=C(Nc1ccccc1)c1cc(-n2cnnc2)ccc1Cl
-2% | Cc1ccc(C(=O)C2C(=O)c3ccccc3C2=O)cc1
3% | Cc1ccc(NC(=O)c2ccc(CSc3nnc(C)s3)cc2)cc1
-4% | COc1cc(-c2nnc(-c3ccncc3)o2)ccc1OCc1ccccc1
-17% | O=C(NCCCN1CCOCC1)/C(=C/c1ccc(-c2cccc(Cl)c2)o1)NC(=O)c1ccccc1
5% | Cc1ccc(CN2C(=O)CCC2C(=O)NCCN2CCOCC2)cc1 (stereo not drawn)
3% | COC(=O)c1c[nH]n2c(=O)cc(C)nc12
-6% | COc1ccc(CC/C(=N\O)C2(O)CCCCC2)cc1
-12% | COC(=O)Cc1c(C)nc2nc(NCc3ccccc3OC)[nH]n2c1=O
2% | CCSc1nc(O)c(C2OC(=O)c3c2ccc(OC)c3OC)c(=O)n1CC (stereo not drawn)
5% | CC(C)N1C(=O)c2ccccc2C1C(=O)NC1CCCCCC1 (stereo not drawn)
-14% | O=S(=O)(NCc1cccs1)c1cccc(S(=O)(=O)N2CCCCC2)c1
4% | C=CCN1C(=O)/C(=C\c2ccc(OCc3ccccc3)cc2)SC1=S
9% | Cc1ccc(C(=O)c2ccc([N+](=O)[O-])cc2)c(C)c1
-15% | CCCS(=O)(=O)N1CCN(C(=O)c2ccc(-c3ccccc3)cc2)CC1
-9% | COc1ccccc1CNC(=O)C1CCN(S(=O)(=O)c2cccc3cccnc23)CC1
-17% | COc1ccc(NC(=O)COc2ccccc2C#N)c(S(=O)(=O)N2CCCCC2)c1
-2% | CCc1nc2c(cnn2-c2ccc(F)cc2)c(=O)n1-c1ccc(N2CCC(C)CC2)cc1
-7% | CCCc1oc(C(=O)O)cc1CN
-9% | CCOc1cc2[nH]c(=S)n(C(C)C)c(=O)c2cc1OCC
-6% | COc1cccc(/C=N/NC(=O)C(=O)N2CCCC2)c1OC
-8% | COCCN1C(=O)c2ccccc2C(C(=O)NCC2CCCO2)C1c1c[nH]c2ccccc12 (stereo not drawn)
13% | COc1ccc(C)cc1NC(=O)COc1cccc2ccccc12
-8% | O=C(NC1CC1)c1ccc2c(c1)NC(=O)c1ccccc1S2
-9% | CC1CCCC(NC(=O)Cn2cc3c(n2)CCCCC3)C1C (stereo not drawn)
-14% | Cc1noc(/C=C/c2ccco2)c1S(=O)(=O)N1CCC(C(=O)NCc2ccco2)CC1
0% | Cc1cccc(-c2cc(C(=O)NCCCn3ccnc3)c3ccccc3n2)c1
-4% | O=C(O)C1CCCCC1C(=O)Nc1ccc2c(c1)OCCO2 (stereo not drawn)
2% | CCOC(=O)C1=C(CN2CCN(c3ccc(F)cc3)CC2)NC(=O)NC1c1cccs1 (stereo not drawn)
1% | COCCNC(=O)/C(=C/c1ccc(C(C)C)cc1)NC(=O)c1ccccc1
-4% | CCCN1C(=O)/C(=C/c2ccc(C)o2)SC1=Nc1ccc(OC)cc1
2% | COc1ccc(C(=S)N2CCN(c3cccc(Cl)c3)CC2)cc1
-3% | COc1cc(NC(=O)c2ccc(-c3ccccc3[N+](=O)[O-])o2)ccc1NC(=O)c1ccco1
-14% | CCC1(C)Cc2c(sc3c2c(=O)n(C)c2nnc(SCCc4ccccc4)n32)CO1 (stereo not drawn)
7% | COc1ccc(CCNC(=O)CC2Nc3ccccc3NC2=O)cc1 (stereo not drawn)

# (continued)
mouse EphA4 binding | smiles
-16% | CC1CN(c2oc(-c3ccccc3Cl)nc2C#N)CC(C)O1 (stereo not drawn)
-35% | CC(C)(C)NC(=O)C(c1ccccc1)N(Cc1ccco1)C(=O)c1csnn1 (stereo not drawn)
18% | CCOc1cc2nc(-c3ccc(OC)c(OC)c3)nc(N3CCOCC3)c2cc1OC
-14% | COc1ccc(-c2cc(CCCC(=O)NCc3ccccn3)no2)cc1
-4% | c1ccc(OCc2nn3c(-c4ccccn4)nnc3s2)cc1
-7%&-7% | Brc1ccc(-c2nnc(SCCC3OCCCO3)o2)cc1
-6% | Cn1c(=O)oc2cc(S(=O)(=O)NCCC(=O)N3CC=C(c4ccccc4)CC3)ccc21
8% | Cc1oc(-c2ccc(Cl)cc2)nc1CSCC(=O)NCCCN1CCOCC1
0% | CCOC(=O)c1cnc(SCC(C)C)nc1N
0% | OCCN(Cc1ccccc1)Cc1cccc(Cl)c1Cl
5% | O=C(Cn1cc2c(n1)CCCCC2)NCc1ccccc1
-5% | O=C(CSc1nc(-c2ccc(F)cc2)cs1)N1CCc2ccccc21
-15% | Nc1nc(SCC(=O)NC2CCCC2)[nH]c(=O)c1-c1ccccc1
-9% | CCNc1nc(Oc2ccc(=O)[nH]n2)nc(N2CCOCC2)n1
12%&1% | O=C(COc1ccc(/C=N/NS(=O)(=O)c2ccccc2)cc1)Nc1cccc(Cl)c1
-1% | COc1ccc(S(=O)(=O)N2CCN(S(=O)(=O)c3ccc(C(F)(F)F)cc3)CC2)cc1C
-19% | CCOC(=O)/C=C1\SCC(=O)N1CC(=O)Nc1ccccc1OC(F)F
13% | O=C1C(Cl)=C(N2CCN(c3ccccc3)CC2)C(=O)N1c1ccccc1
1% | O=C(NCCc1ccccc1)c1cccnc1N1CCCCCC1
-3% | COC(=O)c1ccc(/C=N/OCC(=O)NC2CCCC(C)C2C)cc1 (stereo not drawn)
15% | O=C(c1ccco1)N1CCN(c2ncnc3sc4c(c23)CCC4)CC1

# Ordered by the number under mouse EphA4 binding (smallest number first): some entries from above
mouse EphA4 binding | smiles
-19% | CCOC(=O)/C=C1\SCC(=O)N1CC(=O)Nc1ccccc1OC(F)F
1% | O=C(NCCc1ccccc1)c1cccnc1N1CCCCCC1
13% | O=C1C(Cl)=C(N2CCN(c3ccccc3)CC2)C(=O)N1c1ccccc1

# Compound activity from PubChem.
